GLS inhibitor – qHTS for Inhibitors of Glutaminase (GLS). Glutaminase kidney isoform, mitochondrial (Homo sapiens), O94925. GLS enzymatic activity, qHTS titration. Potency, µM (titrated, usually from 45.5 µM), without a hit: at the top dose activity change, negative = inhibition, most hits filed as inhibitors. 0.21% of 410,000 active. AID 624170, 2012; note: potency is the fitted concentration of half-maximal effect; % is set by controls: 0 for no effect and ±100 for the full control effect
Target sequence (O94925 whole entry, looked up, canonical isoform): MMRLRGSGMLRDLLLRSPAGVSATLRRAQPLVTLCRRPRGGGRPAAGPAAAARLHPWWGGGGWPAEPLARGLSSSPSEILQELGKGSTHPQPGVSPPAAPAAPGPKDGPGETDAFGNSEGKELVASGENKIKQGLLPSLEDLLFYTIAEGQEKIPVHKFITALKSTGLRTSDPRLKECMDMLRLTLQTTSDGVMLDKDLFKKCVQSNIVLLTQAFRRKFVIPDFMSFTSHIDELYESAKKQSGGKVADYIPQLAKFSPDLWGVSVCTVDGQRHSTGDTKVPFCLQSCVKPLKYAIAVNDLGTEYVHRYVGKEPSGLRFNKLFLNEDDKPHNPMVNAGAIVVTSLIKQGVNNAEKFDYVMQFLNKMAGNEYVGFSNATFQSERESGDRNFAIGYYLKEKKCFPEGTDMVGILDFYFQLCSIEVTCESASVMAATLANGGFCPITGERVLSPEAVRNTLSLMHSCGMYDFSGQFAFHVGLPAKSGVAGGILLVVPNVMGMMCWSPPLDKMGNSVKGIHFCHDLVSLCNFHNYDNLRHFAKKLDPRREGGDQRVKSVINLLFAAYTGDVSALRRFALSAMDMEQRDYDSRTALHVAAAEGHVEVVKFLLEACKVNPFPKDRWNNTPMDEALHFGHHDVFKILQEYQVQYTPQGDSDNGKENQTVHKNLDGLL
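hKGA in 45 mM KH2PO4 pH 8.2, 0.02% Tween-20 with pin-transferred compounds; 1 mM L-glutamine (stock) plus glutamate oxidase/HRP/Amplex Red coupling added. Fluorescence read initially and after 30 min at RT.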
BAZ2B inh – qHTS Assay for Inhibitors of BAZ2B | AlphaScreen BAZ2B-H3K14Ac peptide displacement | Potency, µM (highest dose often 114 µM), for inactives: top-dose activity change, negative = inhibition, most hits filed as inhibitors | 4.4% of 360,000 active; note: potency is the fitted concentration of half-maximal effect; % is set by controls: 0 for no effect and ±100 for the full control effect; nearly all actives have a fitted effect of over 60% in size
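Protein-peptide AlphaScreen: BAZ2B 50 nM, b-H3K14Ac 50 nM, 1x PBS pH 7.4 + 0.01% Tween-20. Preincubation 30 min RT; cpd 30 min RT (top 110 uM); beads 20 min RT, light-protected.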
JMJD2A Tudor – qHTS Assay for Inhibitors of JMJD2A-Tudor Domain | Lysine-specific demethylase 4A (Homo sapiens), O75164 | Potency, µM (titrated, usually from 114 µM), for inactives: at the highest dose activity change, negative = inhibition, hits mostly inhibitors | 4.4% of 390,000 active | AlphaScreen JMJD2A-Tudor / H3K4me3 peptide binding; note: potency is the fitted concentration of half-maximal effect; % is set by controls: 0 for no effect and ±100 for the full control effect; nearly all actives have a fitted effect of over 50% in size
Pol eta inh – qHTS for Inhibitors of Polymerase Eta; recombinant Pol eta, fluorescent DNA replication assay; 1.2% of 390,000 active; Potency, µM (doses to about 114 µM), inactives show at the highest dose activity change, negative = inhibition, usual class: inhibitors; note: potency is the fitted concentration of half-maximal effect; % is set by controls: 0 for no effect and ±100 for the full control effect
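Pol eta at 10 nM preincubated with compounds 15 min at room temperature; reaction started with fluorescent substrate (50 nM final) and read kinetically at 0 and 10 min.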
Tb PGK inh – qHTS Assay to Find Inhibitors of Phosphoglycerate Kinase; PGK/GAPDH coupled, Kinase-Glo luminescence, 60 min; Potency, µM (series often up to 57.5 µM), for inactives: at the highest dose activity change, negative = inhibition, actives largely listed as inhibitors; 0.043% of 380,000 active; AID 602233, 2012; note: potency is the fitted concentration of half-maximal effect; % is set by controls: 0 for no effect and ±100 for the full control effect; nearly all actives have a fitted effect of over 60% in size
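Luminescent ATP detection (Kinase-Glo Plus) follows a 60-minute room-temperature incubation, with wells lacking PGK as controls. Buffer: 100 mM TEA (pH 7.6), 5 mM MgCl2, 0.01% Tween-20. Coupling enzyme GAPDH (100 nM final) supplies unstable 1,3-BPG in-well.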
Pin1 inhibitor – qHTS Assay to Find Inhibitors of Pin1 | AID 504891, 2011 | Pin1 FP peptide displacement, HiFluor488, 10 min | 0.009% of 390,000 active | Potency, µM (titrated, usually from 115 µM), for the others: at the highest dose activity, negative = inhibition, actives largely listed as inhibitors; active = well fitted inhibition curve with a large enough effect in the polarisation, with a control signal flat, not every such curve was filed as active; inconclusive = small, poorly fitted or top-dose-only effect, or effect the other way, or a change in a side signal; inactive = no such curve, though single readings can be large or run the other way; the % refers to the polarisation; note: potency is the fitted concentration of half-maximal effect; % is set by controls: 0 for no effect and ±100 for the full control effect
Target sequence (Q13526 whole entry, looked up): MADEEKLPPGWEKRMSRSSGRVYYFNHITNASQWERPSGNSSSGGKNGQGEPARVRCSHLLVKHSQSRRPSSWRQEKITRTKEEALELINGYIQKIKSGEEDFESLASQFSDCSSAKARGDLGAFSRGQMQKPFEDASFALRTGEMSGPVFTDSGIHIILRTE
G9a block – qHTS Assay for Inhibitors of Histone Lysine Methyltransferase G9a; Histone-lysine N-methyltransferase EHMT2 (Homo sapiens), Q96KQ7; G9a H3K9 monomethylation, AlphaScreen, 2 h; Potency, µM (series often up to 102 µM), without a hit: top-dose activity, negative = inhibition, actives largely listed as inhibitors; 8.8% of 350,000 active; note: potency is the fitted concentration of half-maximal effect; % is set by controls: 0 for no effect and ±100 for the full control effect; nearly all actives have a fitted effect of over 75% in size
Target sequence (Q96KQ7 913-1193 limits assumed): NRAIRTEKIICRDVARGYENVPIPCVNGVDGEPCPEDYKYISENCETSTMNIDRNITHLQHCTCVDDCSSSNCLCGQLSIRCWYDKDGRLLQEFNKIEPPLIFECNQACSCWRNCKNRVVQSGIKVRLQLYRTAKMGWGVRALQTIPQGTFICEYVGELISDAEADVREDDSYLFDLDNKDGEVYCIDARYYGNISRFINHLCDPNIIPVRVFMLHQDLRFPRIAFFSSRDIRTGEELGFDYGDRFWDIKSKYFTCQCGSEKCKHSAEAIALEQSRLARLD
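AlphaScreen read-out: biotin-H3K9 peptide (500 nM) methylation by 20 nM enzyme with 20 uM SAM, 2 h at room temperature after 15 min compound preincubation; anti-monomethyl H3K9 antibody plus donor/acceptor beads, 10 min dark.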
PI4K2A block – qHTS for small molecular inhibitors of PI4K2A. Phosphatidylinositol 4-kinase type 2-alpha (Homo sapiens), Q9BTU6. purified PI4K2A, ADP-Glo luminescence, 1 h; stronger effect = lower value. activity change, negative = inhibition, % at 76.9 µM. 0.13% of 420,000 active; in the data active = activity change below about -50%; inconclusive = mostly about -30% to -49%;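 note: -100% = wells without enzyme as full effect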
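ADP-Glo luminescence measured ADP generated by PI4K2A enzyme (4 ug/mL before mixing) with 1.2 mM PI substrate (pre-mix) and 300 microM ATP (pre-mix). Tris pH7.5 buffer with MgCl2, Triton X-100; 1 h reaction at ambient temperature.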
HP1b chromo inh – HTS for Inhibitors of HP1-beta Chromodomain Interactions with Methylated Histone Tails; Chromobox protein homolog 1 (Homo sapiens), P83916; AlphaScreen HP1-beta / biotin-H3K9me3 peptide binding; Potency, µM (highest dose often 114 µM), for the others: top-dose activity change, negative = inhibition, actives largely listed as inhibitors; 0.56% of 390,000 active; AID 540317, 2011; note: potency is the fitted concentration of half-maximal effect; nearly all actives have a fitted effect of over 70% in size; inactives centre near 23
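HP1-beta protein (50 nM final) preincubated 30 min at room temperature with biotinylated H3(1-18)K9me3 peptide (50 nM) in PBS pH 7.4, 0.01% Tween-20, then compound added for 30 min. AlphaScreen streptavidin donor/nickel chelate acceptor beads (10 ug/mL final), 30 min dark, luminescence read.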
Starred values were filed as active, the others as inactive; i = inactive; u = inconclusive; x = not tested or not shown; & = joins results of further samples; ! = a repeat was not active; [ ] = remark or other dose. Unless noted, calls come from the whole dose curve; as a rule, active = well fitted curve in the direction sought with a large enough effect; inconclusive = small, poorly fitted or top-dose-only effect, or another doubt; inactive = no such curve, though single readings can be large; an effect the other way counts as inactive or inconclusive.

SMILES	GLS inhibitor	BAZ2B inh	JMJD2A Tudor	Pol eta inh	Tb PGK inh	Pin1 inhibitor	G9a block	PI4K2A block	HP1b chromo inh
Cc1ncoc1C(=O)Nc1cccc(Cl)c1	3%	1%	-17%	2%	14%	1%	u	-9	13%
COc1cc2c(cc1OC)CN(C(C)C(=O)N1CCc3ccccc31)CC2 (centres undefined)	13%	56µM*	-16%	-6%	-12%	-5%	u	0	6%
O=C(O)c1ccc(-n2cccc2/C=C2/SC(=O)N(CC(=O)N3CCCC3)C2=O)cc1	16µM*	8.9µM*	10µM*	1.8µM*	u	u	8.9µM*	-12	14µM*
Cc1c(NC(=O)COC(=O)CCc2c[nH]c3ccccc23)c(=O)n(-c2ccccc2)n1C	5%	-15%	-10%	-12%	6%	-9%	14%[0.501 µM]	6	12%
C[C@@H]1CN(Cc2cn(C)nc2-c2cccc(Cl)c2)C[C@H](C)O1	-2%	-12%	-17%[57.1 µM]	-7%	-5%	3%	9%	2	24%
Cc1ccc(NC(=S)NC(NC(=O)Cc2cccc3ccccc23)C(Cl)(Cl)Cl)cc1 (centres undefined)	-2%	u	3%	-9%	11%	u	-25%	-1	23%
Fc1ccc(CSc2nc3ccccc3[nH]2)c2ccccc12	0%	-4%	-6%[57.1 µM]	-10%	i	-2%	22%	0	29%
Cn1ccc(O)c(C#N)c1=O	0%	20%	-20%	-7%	i	0%	-42%[59 µM]	5	5%
CC(CN(C)Cc1ccccc1)OC(=O)C1COc2ccccc2O1 (centres undefined)	1%	-10%	-11%	2%	-2%	11%	u	-4	45%[activator]
COCCCN1C(=O)c2ccccc2CC1(C)C(=O)NC1CCCCC1 (centres undefined)	5%	1%	0%	x	x	5%	1%[59 µM]	-4	27%
Cc1cc(C(=O)CN2C(=O)NC(C)(c3ccc(F)c(F)c3)C2=O)c(C)n1C1CC1 (centres undefined)	4%	x	x	-23%	-8%	x	x	-1	x
CCOC(=O)C(Cc1ccccc1)C(=O)Nc1ccc(NC(=O)C(Cc2ccccc2)C(=O)OCC)cc1 (centres undefined)	-5%	-3%	-1%	-24%	-8%	-1%	-33%[59 µM]	4	37%
O=C(Nc1ccc(C(=O)N2CCC(O)(c3ccc(Cl)c(C(F)(F)F)c3)CC2)cc1)c1ccc(Br)o1	0%	u	-35%	-24%	-4%	35%[activator]	19%[2.33 µM]	-1	0%
CN(C)c1ccc(C(CNC(=O)c2ccc(C(C)(C)C)cc2)N2CCOCC2)cc1 (centres undefined)	33%[activator]	35µM*	u	-24%	-9%	-1%	11µM*	2	-10%
COC(=O)[C@@H](Cc1ccccc1)NC(=O)NCCc1ccc(OC)c(OC)c1	-2%	2%	0%	-16%	i	0%	12%	1	43%[activator]
CCOC(=O)N1CCC(NC(=O)c2cc(C(=O)Nc3ccc(F)cc3F)ccc2CO)CC1	3%	-5%	1%	-11%	i	3%	-4%	-10	45%[activator]
CC1CC(C)(C)CC2(C1)NC(=O)N(CC(=O)N1CCN(S(=O)(=O)c3cccc(F)c3)CC1)C2=O (centres undefined)	-10%	x	-4%	-4%	-7%	0%	x	-4	25%[57 µM]
Cc1ccc(NC(=O)CCN2CCN(C)CC2)cc1	11%	0%	-3%	1%	1%	2%	x	0	19%
O=C(CC12CC3CC(CC(C3)C1)C2)N/N=C/c1ccncc1	13%	-1%	-35%[57.1 µM]	-1%	i	11%	23%[59 µM]	-5	u
O=C(/C=C/Nc1ccc(F)cc1F)c1ccc(Br)cc1	1%	x	-1%	-8%	4%	0%	x	-7	15%
CC(=O)N(CCc1ccccc1)c1ccc2c(c1)C1CC2CCN1C(=O)OCc1ccccc1 (centres undefined)	3%	x	x	-11%	i	x	x	3	x
CCOC(=O)Cn1nc(-c2ccccc2)c(-c2ccccc2)nc1=O	5%	-6%	-12%	-16%	2%	0%	12%[0.501 µM]	2	14%
COc1ccc(N=C2NC(=O)/C(=C/c3ccc(O)c(OC)c3)S2)cc1	17%	u	-35%	u	-5%	u	u	1	-13%
O=C(O)Cc1nn(Cc2ccc(Cl)cc2)c(=O)c2ccccc12	0%	0%	8%	-12%	6%	7%	x	-2	51%[activator]
CC(C)C[C@@]12C(=O)N(c3cccc(F)c3)C(=O)N1[C@H](c1ccc(Cl)cc1)[C@@H]1C(=O)N(C3CCCCC3)C(=O)[C@@H]12	4%	7%	-29%	-13%	-8%	-5%	-1%[2.33 µM]	-1	24%

(listing goes on)
SMILES	GLS inhibitor	BAZ2B inh	JMJD2A Tudor	Pol eta inh	Tb PGK inh	Pin1 inhibitor	G9a block	PI4K2A block	HP1b chromo inh
COC(=O)c1cnc(NNS(=O)(=O)c2ccc(C(F)(F)F)cc2)nc1C(F)(F)F	-3%	1%	u	-10%	-7%	2%	u	-1	14%
Cc1ccc(S(=O)(=O)N(C)C[C@H]2OCc3cn(nn3)CCCC(=O)N([C@@H](C)CO)C[C@@H]2C)cc1	3%	x	x	-25%	-1%	x	x	-2	x
CCCCn1c(SCC(=O)NC2CCCC2)nnc1-c1ccco1	-2%	0%	-7%	9%	0%	-4%	20%	-1	22%
Cc1ccc(OCc2nnc(SCC(=O)NCc3ccccc3)n2C)cc1	-10%	-6%	-7%	-14%	2%	-10%	6%[12.7 µM]	21	14%
Cc1ccccc1C(OCCN(C)C)c1ccccc1 (centres undefined)	3%&6%&1%&-15%	0%&-12%	28µM*!	-7%	-1%	4%&-27%	40µM*!	3&0&-3&6	32%&41%
O=C(CSc1nnc(SCc2ccccc2)s1)N/N=C/c1ccc(Cl)cc1Cl	3%	3%	-17%	-6%	-9%	6%	68%[activator][59 µM]	4	24%
COC(=O)C1=C(C)N(c2ccc(OC)cc2)C(=O)/C1=C\c1cccs1	-1%	-3%	u	-23%	0%	7%	-11%[59 µM]	-4	15%
COc1cc2nc(SCC(=O)c3ccc(Br)cc3)n3nc(C)nc3c2cc1OC	6%	-1%	u	-7%	4%	-17%	21%[59 µM]	2	34%
CSCCC(NC(=O)c1ccccc1)C(=O)NCC(C)(C)N1CCOCC1 (centres undefined)	-5%	-3%	-19%	-5%	i	4%	26%[12.7 µM]	3	50%[activator]
CN(C)C(=O)N1CCC(C(=O)NCC2CCCO2)CC1 (centres undefined)	2%	-4%	-12%	3%	x	-3%	20%[59 µM]	4	35%[activator]
Cc1ccc(Cl)cc1NC(=O)CN1C(=O)CSc2ccc(S(=O)(=O)N3CCCC3)cc21	-7%	-12%	-6%	3%	2%	48%[activator]	-8%[59 µM]	0	25%
Oc1oc(-c2ccccc2)nc1/C=N/c1nccs1	15%	30%	-12%	-8%	10%	-1%	u	1	33%
Cn1nc(Oc2nc(N3CCOCC3)nc(N3CCOCC3)n2)ccc1=O	-1%	6%	-14%	8%	i	-7%	-2%	0	22%
Nc1c(N(CCC2=CCCCC2)C(=O)Cc2ccccc2F)c(=O)[nH]c(=O)n1Cc1ccccc1	0%	2%	-20%	-8%	-4%	6%	-14%[2.33 µM]	-7	14%
CC(NC(=O)Cc1ccc(F)cc1)c1ccc(F)cc1 (centres undefined)	-3%	6%	-15%	-17%	-4%	-14%	u	3	19%
COc1ccc(/C=N/NC(=O)CNc2n[nH]c(=O)[nH]c2=O)cc1OC	3%	-2%	-8%	-2%	i	-6%	7%	-1	13%
Nc1ccccc1SCc1c(Cl)cccc1Cl	4%	45%[activator]	37%[activator]	-8%	8%	-6%	75%[activator][59 µM]	2	111%[activator]
CCn1c(=O)c2sccc2n(Cc2cc(C(=O)OC)ccc2OC)c1=O	3%	-2%	-15%	-7%	-2%	5%	24%	-5	22%
O=C(Nc1cccnc1Cl)c1ccc2c(Cl)c3c(nc2c1)CCC3	0%	x	-5%	1%	9%	19%	-33%	-1	0%
CCCOC(=O)c1ccc(NC(=O)COC(=O)C2CCN(c3ccc(C(F)(F)F)cn3)CC2)cc1	-3%	x	-4%	-27%	-11%	20%	x	2	46%[activator]
Cn1c(=O)[nH]c2cc(-c3noc(-c4ccc(Br)cc4)n3)ccc21	3%	-1%	-16%	-10%	6%	u	19%[59 µM]	1	15%[57 µM]
COc1ccc(S(=O)(=O)c2nnn(-c3cccc(OC)c3)c2N)cc1	0%	-4%	-14%	-16%	i	2%	-2%	1	23%
Fc1ccc(OCCCCCN2CCCC2)cc1	-24%	2%	-12%	7%	-8%	-2%	3%[59 µM]	3	24%
Cc1ccc(NC(=O)C(=O)NCCCN2CCOCC2)cc1C	2%	-1%	5%	-12%	-9%	-3%	2%[59 µM]	4	54%[activator]
COc1ccccc1NCC(=O)Nc1cc(S(=O)(=O)N2CCOCC2)ccc1N1CCOCC1	-7%	-12%	-25%	-20%	0%	-1%	u	1	1%

Entries of single compounds as entered above. Order of values: GLS inhibitor	BAZ2B inh	JMJD2A Tudor	Pol eta inh	Tb PGK inh	Pin1 inhibitor	G9a block	PI4K2A block	HP1b chromo inh
COc1ccc(S(=O)(=O)c2nnn(-c3cccc(OC)c3)c2N)cc1 reads 0%	-4%	-14%	-16%	i	2%	-2%	1	23%
O=C(Nc1cccnc1Cl)c1ccc2c(Cl)c3c(nc2c1)CCC3 reads 0%	x	-5%	1%	9%	19%	-33%	-1	0%

Assay outcomes deposited in PubChem BioAssay by National Center for Advancing Translational Sciences (NCATS).

Not all compounds are listed (hit frequency here may not be typical).
